SUMO HTRF inh: blocks human SUMOylation mediated by UBC9; P63279; HTRF SUMOylation assay, SAE1/SAE2 + UBC9, in vitro; inhibition, % at 35 µM; 0.36% of 290,000 active; AID 2006; in the data active means inhibition above about 50%, passing the limit was not always enough; further: strong numbers were not always called active
Target sequence (P63279 whole entry, looked up): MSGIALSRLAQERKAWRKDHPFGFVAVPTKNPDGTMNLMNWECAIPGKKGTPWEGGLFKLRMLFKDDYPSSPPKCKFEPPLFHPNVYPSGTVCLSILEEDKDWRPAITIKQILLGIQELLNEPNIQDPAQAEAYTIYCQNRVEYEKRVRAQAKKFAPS
CRFR2-BP ag: CRF-BP/CRF-R2 complex agonism; 0.46% of 350,000 active; AID 588473; activation, % at 13.2 µM; HEK293 CRF-R2/CRF-BP, calcium dye fluorescence (FLIPR); percent of saturating CRF peptide response;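 active means activation of at least 50%, plus an integration ratio under a set limit after plate pattern correction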;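 further: plate controls were neutral control wells without compound for no effect and CRF at EC100 for full effect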
GalR3 antag: human GalR3 antagonism. inhibition, % at 3 µM. 0.44% of 360,000 active. AID 651719. HEK293 GalR3-CNG cAMP membrane potential fluorescence; galR3 body fused to GalR1 C-terminus;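 active means inhibition above the screen-wide average plus 3 SD, cut at about 13% in these data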;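 further: forskolin and galanin both at EC90 stimulate the cells; cAMP rise reported by CNG channel membrane potential dye signal; 0% = forskolin plus galanin with DMSO and 100% = forskolin alone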
Target sequence (O60755 1-299 limits assumed): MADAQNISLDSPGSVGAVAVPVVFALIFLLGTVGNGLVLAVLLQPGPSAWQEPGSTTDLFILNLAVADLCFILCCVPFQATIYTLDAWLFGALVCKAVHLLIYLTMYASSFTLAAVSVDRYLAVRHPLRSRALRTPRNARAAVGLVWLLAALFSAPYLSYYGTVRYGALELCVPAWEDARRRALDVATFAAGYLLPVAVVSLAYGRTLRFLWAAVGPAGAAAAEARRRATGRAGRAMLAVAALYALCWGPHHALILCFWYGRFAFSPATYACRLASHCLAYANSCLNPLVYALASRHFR
MEKK2 WT-MEK5: raises or lowers MEK5 binding to wildtype human MEKK2 PB1 domain; bead flow cytometry, Alexa488-MEK5 binding to MEKK2 WT; actives lie on both sides; binding response (% of control), % at 10 µM; 1.1% of 290,000 active; Q9Y2U5; in the data active means binding response below about 67% or above about 130%
MEKK2 mut-MEK5: signal of MEK5 binding to mutant human MEKK2 PB1 domain. bead flow cytometry, Alexa488-MEK5 binding to MEKK2 mutant. percent response, % at 10 µM. 0.35% of 290,000 active. AID 1530; in the data active means percent response above about 24%, passing the limit was not always enough; further: inactives centre near 1; some results filed as inactive read as strong as hits
NS3 helicase inh: blocks Hepatitis C virus NS3 helicase unwinding | NS3 helicase DNA unwinding, Cy5 molecular beacon fluorescence | 0.56% of 290,000 active | inhibition, % at 10.9 µM;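 active means inhibition above the mean of all tested compounds plus 3 SD, set per campaign, cut at about 35% in these data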;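 further: 0% = DMSO wells and 100% = thioflavine S control wells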
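System: Hepatitis C virus NS3 helicase domain fragment enzyme | Reagent: Annealed dual-labelled DNA beacon duplex, ATP-started | Compound dosing: 10.9 µM single point, 0.8% DMSO | Incubation: 1 h reaction at 25 °C, ATP-initiated | Technique: Cy5 fluorescence | Evaluation: Percent inhibition from t60/t0 fluorescence ratio | Benchmarks: Low DMSO, high thioflavine S at 110 µM | Replication: Singlicate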
CRFBP-R2 block: CRF-BP/CRF-R2 complex antagonism; HEK293 CRF-R2/CRF-BP, CRF-induced calcium fluorescence; inhibition, % at 11.8 µM; 0.59% of 350,000 active; AID 588475;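 active means inhibition of the ligand-induced calcium signal above about 50% at the single tested concentration, limit read from the data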
MEKK3 PB1 HTS: raises or lowers MEK5 binding to the human MEKK3 PB1 domain. 1.4% of 290,000 active. bead-based flow cytometry, Alexa488-MEK5 binding to MEKK3; actives lie on both sides; 0 = blocked by unlabeled MEK5, 100 = vehicle. Q99759. AID 1529. binding response (% of control), % at 10 µM;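 active means binding response more than 3 SD above or below the average of its plate-row segment, actives on both sides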;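 further: Alexa488 bead fluorescence after subtracting the streptavidin-only scavenger bead signal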
Target sequence (Q99759 whole entry, looked up, the tested form may be a part): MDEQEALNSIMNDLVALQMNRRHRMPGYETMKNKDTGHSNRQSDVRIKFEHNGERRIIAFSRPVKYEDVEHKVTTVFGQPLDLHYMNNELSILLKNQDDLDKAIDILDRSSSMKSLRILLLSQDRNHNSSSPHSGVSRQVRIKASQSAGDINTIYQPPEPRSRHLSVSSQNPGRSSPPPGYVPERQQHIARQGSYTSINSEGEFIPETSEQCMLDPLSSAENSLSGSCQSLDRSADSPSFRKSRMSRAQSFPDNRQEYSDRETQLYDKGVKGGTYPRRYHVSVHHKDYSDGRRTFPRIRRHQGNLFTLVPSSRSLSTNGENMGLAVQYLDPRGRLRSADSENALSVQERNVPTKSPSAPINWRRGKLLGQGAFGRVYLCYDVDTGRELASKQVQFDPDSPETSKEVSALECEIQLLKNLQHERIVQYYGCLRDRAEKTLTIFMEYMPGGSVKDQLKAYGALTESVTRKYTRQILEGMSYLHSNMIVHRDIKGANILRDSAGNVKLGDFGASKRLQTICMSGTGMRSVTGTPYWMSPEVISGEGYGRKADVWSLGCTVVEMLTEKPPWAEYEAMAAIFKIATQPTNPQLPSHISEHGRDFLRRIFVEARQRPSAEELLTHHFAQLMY
FID counter: displaces DNA intercalator in HCV helicase counter-screen; DNA fluorescent intercalator displacement, fluorescence; inhibition, % at 7.9 µM; 0.17% of 290,000 active; AID 1845; in the data active means inhibition above about 37%;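 further: 0% = vehicle and 100% = reference compound; higher means more ethidium bromide displaced from hairpin DNA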
* hit, by the source's call; / = no result given; & = joins results of further samples; [ ] = dose if it differs, or a comment.

No.	mol	GalR3 antag	CRFBP-R2 block	FID counter	MEKK2 mut-MEK5	CRFR2-BP ag	SUMO HTRF inh	NS3 helicase inh	MEKK2 WT-MEK5	MEKK3 PB1 HTS
1	CCOc1cc(S(=O)(=O)NCC2OCCc3ccccc32)c(OCC)cc1-n1cnnn1 (centres undefined)	9.9	16.2	-22.7	-3.0	-0.9	14.3	-3.0	99.0	97.0
2	O=C(NCCN1CCOCC1)c1noc2c1CCc1ccccc1-2	-5.1	5.4	-3.4	-2.0	-0.1	2.4	-6.8	101.0	98.0
3	CCOC(=O)c1cnc2ccc(OCC)cc2c1NCc1ccccc1OC	-2.3	-17.8	-2.6	-1.0	1.9	11.7	-9.2	102.0	97.0
4	COCCNC(=O)c1ccc(C)c(NC(=O)C2=C(C)OCCS2)c1	-9.6	3.9	-3.4	0.0	2.2	-0.4	5.4	100.0	105.0
5	O=C(CC(c1ccc(F)cc1)c1ccco1)N1CCCC1 (centres undefined)	-4.7	24.3	-16.7	/	-2.3	5.3	16.5	/	/
6	COc1ccccc1NC(=O)CCNS(=O)(=O)c1ccc2[nH]c(=O)oc2c1	-6.7	7.1	2.1	4.0	1.6	6.8	4.3	108.0	102.0
7	O=C(c1cc(-c2ccc(Cl)cc2Cl)on1)N1CCCCCC1	-9.2	-15.5	-29.4	9.0	-0.8	-3.7	1.5	98.0	100.0
8	COc1ccc(C(=O)Nc2sc3c(c2C#N)CCN(C(C)=O)C3)cc1	-4.2	-14.7	-11.3	-1.0	2.3	7.1	-2.9	106.0	120.0
9	CCN=C1SC(C(=O)Nc2cccc(OCC)c2)CC(=O)N1CC (centres undefined)	0.0	18.8	-19.2	4.0	-1.3	-6.1	-1.5	104.0	104.0
10	O=C(O)c1cc(N/N=C/c2ccc(N3CCOCC3)s2)ccc1Cl	-2.9	15.5	-17.2	-1.0	0.8	15.7	46.7*	94.0	97.0
11	CCCCCCCNC(=O)C1(CC2CC(c3ccc(Cl)cc3)=NO2)CCN(C(=O)c2ccccc2)CC1 (centres undefined)	-5.3	1.2	-11.2	0.0	3.2	-14.7	-6.9	92.0	100.0
12	N#Cc1ccc(N2C(=O)[C@@H]3C(C(=O)c4cnccn4)=NN[C@@H]3C2=O)cc1	0.6	2.8	3.3	-10.0	0.2	11.9	20.6	88.0	94.0
13	S=c1[nH]nc(Nc2cccc3ccccc23)s1	-2.5	2.8	-9.6	2.0	-0.4	9.8	7.3	107.0	105.0
14	CCCC(=O)N(Cc1cc2ccccc2[nH]c1=O)c1ccccc1OC	-5.7	-2.0	-29.0	1.0	-0.6	-0.9	6.9	100.0	99.0
15	COCC(=O)N(Cc1cc2cc(C)ccc2[nH]c1=O)c1ccccc1	-8.1	-5.6	-18.4	8.0	2.7	-2.1	0.1	105.0	105.0
16	c1csc(-c2ccnc3ncnn23)c1	-8.4	2.4	2.7	0.0	-0.9	3.2	-4.4	101.0	101.0
17	Cc1cccc(C(=O)n2c(=S)nc3cc(C)ccn32)c1	-3.1	-5.1	-5.7	0.0	5.2	26.8	-1.7	97.0	101.0
18	CN(C)c1ccc(NC(=O)c2sc(SCC(=O)Nc3nccs3)nc2N)cc1	-4.0	-8.8	-9.4	-5.0	-0.4	-16.2	-8.8	92.0	98.0
19	O=C(NCCCN1CCOCC1)c1ccc2c(c1)N(Cc1ccc(Cl)cc1)C(=O)c1ccccc1S2=O (centres undefined)	2.0	-29.0	26.6	2.0	12.2	13.7	-25.7	114.0	100.0
20	Cc1nnc(NC(=O)c2ccc(S(=O)(=O)N(C)Cc3ccccc3)cc2)o1	/	-1.2	-21.3	2.0	-1.4	19.9	0.1	101.0	97.0
21	O=C1CCCN1CN(C(=O)c1ccc2c(c1)OCO2)c1cccc(Cl)c1	-1.2	2.4	-5.2	-2.0	-0.5	25.0	-5.5	99.0	102.0
22	O=C(/C=C/c1ccco1)NC(=S)Nc1cccc([N+](=O)[O-])c1	-0.5	0.5	-2.0	15.0	-0.4	38.8	9.4	95.0	101.0
23	O=S(=O)(c1ccc(N=C2NN=C(c3cc(F)ccc3F)CS2)cc1)N1CCOCC1	-5.3	2.9	-1.4	-8.0	-0.9	-27.5	7.1	89.0	98.0
24	COC(=O)Nc1csc2c1NC(=O)CCCC2	-8.0	-1.9	-2.6	4.0	-0.8	12.0	-4.7	100.0	103.0
25	CCn1cc(/C=C(\NC(=O)c2ccc(OC)c(OC)c2)C(=O)N2CCOCC2)c2ccccc21	-6.5	-1.4	-56.0	8.0	-1.3	3.0	-2.4	101.0	102.0
26	COc1ccc(C(=O)Nc2ccccc2N2CCCCC2)cc1[N+](=O)[O-]	-5.7	-35.9	1.9	-7.0	-0.8	-10.8	-23.6	94.0	100.0
27	Cc1ccc(S(=O)(=O)NCc2ccncc2)cc1C(=O)NCC(C)C	-3.4	-6.0	-9.2	-4.0	-0.8	9.4	-4.5	100.0	102.0
28	CNC(=O)c1ccsc1NC(=O)c1ccc(Cl)s1	-0.9	-1.9	6.5	5.0	6.2	4.2	-7.5	106.0	109.0
29	COc1ccc(NC(=O)CSc2ccc(-c3ccco3)nn2)c(OC)c1	-0.4	-2.7	-33.3	6.0	-0.8	15.3	36.8*	101.0	97.0
30	COC(=O)[C@@]1(Cc2ccc(OC)cc2)[C@H]2c3cc(C(=O)N4CCCC4)n(Cc4ccc(C)o4)c3C[C@H]2CN1C(=O)c1ccccc1	-2.5	/	-46.3	-5.0	/	-8.9	-17.5	94.0	104.0
31	CC(C)CC(=O)N[C@H](C(=O)N[C@H](C(=O)N[C@@H](CC(C)C)[C@@H](O)CC(=O)N[C@@H](C)C(=O)N[C@@H](CC(C)C)[C@@H](O)CC(=O)O)C(C)C)C(C)C	-2.3	5.2	-30.0	3.0	2.0	-3.5	5.8	98.0	96.0
32	O=C(CN1C(=O)c2cccc([N+](=O)[O-])c2C1=O)N1CCN(c2ccc(F)cc2)CC1	-5.2	3.7	-3.5	-17.0	-0.2	-5.2	-23.3	53.0	47.0*[inhibitor]
33	COc1ccc(C2=NN3C(=O)c4c(ccc(OC)c4OC)C3C2)cc1 (centres undefined)	-3.1	19.6	-17.2	9.0	0.6	13.1	7.5	108.0	104.0
34	O=C(OCc1nnc(-c2ccccc2)o1)c1cc(F)c(F)cc1Cl	-3.1	3.8	-24.6	-2.0	0.5	-8.5	14.7	103.0	109.0
35	NS(=O)(=O)c1cc(C(=O)OCC(=O)NC2CC2)ccc1Cl	1.4	2.0	-6.1	-2.0	-2.5	-2.1	2.9	99.0	98.0
36	Cc1nc(C)n(CC(C)C(=O)N2CCN(S(=O)(=O)c3ccc(Cl)cc3)CC2)n1 (centres undefined)	-1.7	-0.8	-8.4	1.0	0.5	4.4	6.1	96.0	99.0
37	CCN(CC)C(=O)CSc1nc2ccsc2c(=O)n1CCCC(=O)NCCc1ccc(S(N)(=O)=O)cc1	-1.5	-1.3	-33.3	-2.0	0.4	9.5	0.0	94.0	97.0
38	COc1ccc(C(=O)N/C(=C\c2cn(S(=O)(=O)N(C)C)c3ccccc23)C(=O)NCCCN2CCOCC2)cc1	2.0	3.3	29.9	13.0	0.0	4.6	-75.3	116.0	104.0
39	COc1ccccc1C(=O)COC(=O)c1ccccc1OCC(=O)Nc1ccc(SC(F)F)cc1	-0.4	-12.0	4.8	0.0	2.2	-5.9	6.6	103.0	122.0
40	Clc1ccc(-n2cccc2CN2CCc3c([nH]c4ccccc34)C2c2ccccn2)nc1 (centres undefined)	-6.8	2.5	-5.3	5.0	-3.3	31.5	-9.4	104.0	101.0
41	O=C(NCc1cccc(Br)c1)C1CC(c2cc(C(F)(F)F)cc(C(F)(F)F)c2)=NO1 (centres undefined)	-4.2	-1.5	/	3.0	2.7	/	/	100.0	103.0
42	CC(=O)NC(Cc1cc(C)ccc1C)C(=O)N1CCN(C(=O)c2ccc(Br)cc2)CC1 (centres undefined)	-3.5	9.2	-13.5	0.0	-0.9	1.9	-8.4	108.0	104.0
43	CCc1nnc(NS(=O)(=O)c2ccc(NS(=O)(=O)c3ccccc3[N+](=O)[O-])cc2)s1	-5.2	-9.4	-16.3	-1.0	-1.2	-4.9	17.7	106.0	105.0
44	Cc1cc(C)c(S(=O)(=O)N2CCN(C(=O)N(C)C)CC2)c(C)c1	-7.0	-24.0	-12.5	-3.0	6.0	11.3	-1.7	101.0	102.0
45	O=C(NCCc1c[nH]c2ccccc12)c1cc([N+](=O)[O-])cc([N+](=O)[O-])c1	-8.6	11.6	1.8	8.0	-10.7	7.4	-10.1	104.0	105.0
46	O=C1c2c(O)cc(O)cc2O[C@H](c2ccc(O)cc2)[C@H]1O	0.7	5.8	/	1.0	-2.9	/	/	99.0	96.0
47	Cc1cc(N=Cc2c(O)n(-c3ccc4c(c3)OCO4)c(=O)c3ccccc23)ccn1	-3.0	48.1	-11.0	3.0	-1.4	15.7	11.7	111.0	98.0
48	O=C(c1ccccc1Cl)N1CCc2ccccc2C1	-5.9	3.3	-6.4	9.0	-0.9	0.0	4.5	116.0	108.0
49	O=C(NCCCN1CCOCC1)C(=O)NCC1OCCCN1S(=O)(=O)c1cc(F)ccc1F (centres undefined)	2.2	-4.9	1.7	8.0	4.8	9.5	-14.2	106.0	102.0
50	O=C(O)/C=C/c1cn(-c2ncc(C(F)(F)F)cc2Cl)c2ccccc12	-0.5	-7.5	-9.4	0.0	-2.6	12.2	4.2	95.0	100.0
51	CCOc1ccc(-c2nc(CSc3nncs3)cs2)cc1OC	-1.9	26.4	-21.4	1.0	-3.6	14.8	1.9	96.0	105.0
52	O=C(O)c1ccc(NC2=C(Cl)C(=O)c3ccccc3C2=O)cc1	-4.4	101.2*	0.0	-1.0	-7.3	11.9	9.0	98.0	101.0
53	Nc1ccc(S(=O)(=O)Nc2cnc3ccccc3n2)cc1	2.6&-7.5	14.3&8.4	-1.0	-7.0	1.8&-0.8	-0.7	-16.1	96.0	97.0
54	Cc1ccc(C2C(=O)N(C3CCC(C)CC3)CC(=O)N2C2CC2)cc1 (centres undefined)	/	0.1	-17.4	7.0	-0.9	5.4	15.8	110.0	107.0
55	CCOC(=O)c1[nH]c(C)c(/C(O)=C2\C(=O)C(=O)N(CCCN3CCOCC3)C2c2cccnc2)c1C (centres undefined)	-5.1	15.7	-4.6	7.0	-3.3	4.1	3.6	108.0	101.0
56	CCCNC(=O)c1onc(CSc2ccc(F)c(F)c2)c1C(=O)NCCC	-7.0	2.9	/	6.0	0.4	/	/	107.0	103.0
57	O=C(/C=C/c1ccccc1Cl)Nc1ccncc1	-2.7	-4.9	8.8	6.0	-2.4	8.2	-11.5	103.0	103.0

Whole records as entered above. Screens in order: GalR3 antag, CRFBP-R2 block, FID counter, MEKK2 mut-MEK5, CRFR2-BP ag, SUMO HTRF inh, NS3 helicase inh, MEKK2 WT-MEK5, MEKK3 PB1 HTS
Record of `O=C(CN1C(=O)c2cccc([N+](=O)[O-])c2C1=O)N1CCN(c2ccc(F)cc2)CC1` : -5.2, 3.7, -3.5, -17.0, -0.2, -5.2, -23.3, 53.0, 47.0*[inhibitor]
Record of `COc1ccc(C2=NN3C(=O)c4c(ccc(OC)c4OC)C3C2)cc1` (centres undefined) : -3.1, 19.6, -17.2, 9.0, 0.6, 13.1, 7.5, 108.0, 104.0

This is a subset; the hit share may differ from the screen's.
